# Source: PubChem BioAssay
# VIM-2 inh: blocks Pseudomonas aeruginosa VIM-2 metallo-beta-lactamase. purified VIM-2, nitrocefin hydrolysis, epi-absorbance fluorescence. inhibition, % at 5.6 µM. 290,000 tested, 0.89% active. AID 1527;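 active means inhibition above the mean of all tested compounds plus 3 SD, cutoff set per screening run, cut at about 7.5% in these data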;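 further: red hydrolysis product quenches plate fluorescence so inhibitors raise well fluorescence; 0% = enzyme with DMSO and 100% = DMSO without enzyme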
# pCIP destab: compounds decreasing mouse p/CIP protein stability. F442A p/CIP-EGFP cells, EGFP fluorescence, 16 h. decrease of EGFP signal, % at 10 µM. 290,000 tested, 0.01% active;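 active means EGFP signal decrease of at least 30% at 10 µM or well 3 SD below plate mean, unless failing retest; inactive means the rest, including hits failing retest or dose response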; further: some compounds called inactive have numbers as strong as hits; many of its hits are not listed in these tables
# NALP1 yeast inh: blocks the NALP1 inflammasome reconstituted in yeast; inhibition, % at 10 µM; S. cerevisiae NALP1/ASC/caspase-1 growth, X-gal OD620, 72 h; 280,000 tested, 0.61% active; in the data active means inhibition mostly above about 24%, no sharp cut-off; inactive means mostly below about 32%; further: some compounds called inactive have numbers as strong as hits
# IDE cell activ: boosts human insulin-degrading enzyme activity in HEK cells; FAbeta-B cleavage, fluorescence polarization; 0% vehicle, 100% cell-free pure enzyme wells; activation, % at 5.96 µM; 340,000 tested, 0.073% active; AID 493087;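 active means activation above the mean of all tested compounds plus 3 SD, set per screening campaign, cut at about 17% in these data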
# GPR7 antagonist: human neuropeptides B/W receptor 1 antagonism; GPR7-expressing cells, fluorescence antagonist assay; inhibition, % at 4.4 µM; P48145; 290,000 tested, 1.1% active; in the data active means inhibition above about 16%, passing the limit was not always enough;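 further: cells stimulated with the agonist NPW; 0% = agonist with vehicle and 100% = vehicle without agonist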
# Target sequence (P48145 whole entry, looked up): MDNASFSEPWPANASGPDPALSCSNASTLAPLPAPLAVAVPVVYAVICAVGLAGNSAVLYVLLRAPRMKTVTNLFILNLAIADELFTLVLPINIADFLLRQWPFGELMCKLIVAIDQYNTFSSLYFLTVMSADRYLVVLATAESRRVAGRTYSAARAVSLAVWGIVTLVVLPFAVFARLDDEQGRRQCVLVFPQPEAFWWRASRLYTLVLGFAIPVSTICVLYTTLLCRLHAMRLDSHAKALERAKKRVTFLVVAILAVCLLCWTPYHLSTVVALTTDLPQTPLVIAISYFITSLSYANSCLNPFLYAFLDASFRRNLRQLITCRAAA
# PHOSPHO1 inh: inhibitors of human PHOSPHO1 phosphatase; Q8TCT1; recombinant PHOSPHO1, absorbance phosphatase assay; inhibition, % at 13.3 µM; 290,000 tested, 1.1% active; in the data active means inhibition above about 60%
# Target sequence (Q8TCT1 whole entry, looked up): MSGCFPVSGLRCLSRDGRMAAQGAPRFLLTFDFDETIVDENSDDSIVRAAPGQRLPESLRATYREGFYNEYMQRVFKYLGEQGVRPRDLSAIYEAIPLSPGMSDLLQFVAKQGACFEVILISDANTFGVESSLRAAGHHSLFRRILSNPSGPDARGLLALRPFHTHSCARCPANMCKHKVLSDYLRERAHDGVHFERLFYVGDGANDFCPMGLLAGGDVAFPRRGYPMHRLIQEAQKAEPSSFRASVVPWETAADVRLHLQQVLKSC
# IDE cell inh: cellular human IDE inhibition | P14735 | HEK cells, FAbetaB cleavage, fluorescence polarization | inhibition, % at 5.59 µM | 320,000 tested, 0.41% active;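 active means percent inhibition above the average of all tested compounds plus 3 SD, set per screening campaign, cut at about 16% in these data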;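 further: IDE supplied by intact live HEK cells; FP after avidin binding of uncleaved biotin substrate so inhibition keeps polarization high; 0% = DMSO wells and 100% = 60 µM reference IDE inhibitor Ii1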
# M18AAP inhibitor: blocks P. falciparum M18 aspartyl aminopeptidase; recombinant PfM18AAP, H-Glu-NHMec fluorogenic cleavage; inhibition, % at 7.35 µM; 290,000 tested, 1.2% active; AID 1822;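 active means inhibition above the campaign mean inhibition over all tested compounds plus 3 SD, cut at about 28% in these data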;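 further: 0% = plate median of test compound wells and 100% = 2 mM ZnCl2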
# IMP-1 inhibitor: blocks Pseudomonas aeruginosa IMP-1 metallo-beta-lactamase. purified IMP-1, nitrocefin hydrolysis, epi-absorbance fluorescence. AID 1556. inhibition, % at 5.6 µM. 290,000 tested, 0.45% active;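 active means inhibition above the mean plus 3 SD of all compounds in the same screening run, cut at about 4.5% in these data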;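 further: 0% = IMP-1 with DMSO and 100% = DMSO wells lacking enzyme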
#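 Assay system: purified recombinant IMP-1 beta-lactamase. Input: IMP-1 0.2 nM before substrate addition. Buffer or medium: Zinc- and detergent-supplemented HEPES buffer, pH 7.1. Schedule: 25 °C, 15 min preincubation, 25 min reaction. Signal: Epi-absorbance fluorescence, 480 nm excitation, 530 nm emission. Evaluation: percent inhibition from optical density relative to buffer-blank wells.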
# * = called active by the depositor; / = not tested or not shown.
SMILES,VIM-2 inh,pCIP destab,NALP1 yeast inh,IDE cell activ,GPR7 antagonist,PHOSPHO1 inh,IDE cell inh,M18AAP inhibitor,IMP-1 inhibitor
COC(=O)c1nn(-c2ccccc2)c(Cl)c1/C=N/O,-1.4,3,2,-1,-14,45,0,5,-2.9
COC(=O)c1ccc(S(=O)(=O)N(C2CCCCC2)C2CCCCC2)n1C,-1.4,3,12,-2,-8,46,8,3,-0.2
CCc1nccn1S(=O)(=O)c1ccc(OC)c(C)c1C,-3.0,-2,34*,-3,4,17,-2,-3,-3.6
O=C(CNC(=S)N(Cc1ccccc1F)C1CCCCC1)NC1CC1,-1.8,-7,2,3,-15,20,6,-9,-3.4
CCCCSc1cc(=O)[nH]c(N)n1,-1.6,-6,-4,0,-8,12,-2,-11,-0.9
CCOC(=O)c1ccc(NC(=O)CSc2ccc(-c3ccccn3)nn2)cc1,1.5,-5,14,-1,-6,37,0,6,-3.9
COC(=O)c1ccc2nc(Nc3nc4c(F)cc(F)cc4s3)sc2c1,-2.5,-3,20,0,2,-2,-1,-5,-5.2
O=C(O)c1ccc(Oc2ccc(C(F)(F)F)cn2)cc1,-1.1,3,5,-1,-8,36,2,-2,-1.4
O=C(NCC(=O)N1CCN(c2ccccc2)CC1)c1ccc(Cl)cc1,-3.5,-8,7,0,8,42,1,3,-2.3
C=CCSc1nc(N)c2c3c(sc2n1)CN(C)CC3,0.4,1,4,2,-7,19,1,26,-1.8
COc1ccc(C)cc1S(=O)(=O)N(CC(=O)O)c1ccc(F)cc1,-5.5,-11,21,-1,-7,2,0,-7,-3.5
Cc1nc2cc(C(=O)OCC(=O)NC3CCS(=O)(=O)C3)ccc2n1-c1ccccc1 (configuration not stated),-2.2,1,7,-2,6,13,9,1,-2.7
Fc1cccc(NC(=S)NC2CCCCCCC2)c1,-1.7,-2,17,4,2,13,/,2,-2.2
O=C(O)C1CSC(c2ccco2)N1 (configuration not stated),-0.7,-5,0,0,3,-40,-4,21,-1.4
Cc1cccc(NC(=O)CCN2CCN(C)CC2)c1,-0.6,-6,-13,4,-14,10,-4,5,-3.5
CC1(C)CC(=O)C2=C(C1)N(c1ncn[nH]1)C(N)=C(C#N)C2c1ccccc1 (configuration not stated),-3.4,-5,15,-4,-10,-2,5,3,-0.8
CSc1ncccc1C(=O)NCC12CC3CC(CC(C3)C1)C2,-0.4,-6,6,3,-3,21,3,8,0.0
CCC(CC)C(=O)Nc1cccc(C(=O)NCCc2ccccc2)c1,-2.4,7,4,2,-11,39,6,-4,-2.1
Cc1ccnc(NS(=O)(=O)c2ccc(NC(=O)c3cncc(Br)c3)cc2)n1,-6.0,5,5,-4,1,8,-1,-11,-4.2
O=C(Nc1ccc(Br)cc1)C1CCCC1,0.1,3,0,-1,13,1,4,-5,-0.7

# Part of the list above in another layout.
smiles	VIM-2 inh	pCIP destab	NALP1 yeast inh	IDE cell activ	GPR7 antagonist	PHOSPHO1 inh	IDE cell inh	M18AAP inhibitor	IMP-1 inhibitor
CCC(CC)C(=O)Nc1cccc(C(=O)NCCc2ccccc2)c1	-2.4	7	4	2	-11	39	6	-4	-2.1
O=C(Nc1ccc(Br)cc1)C1CCCC1	0.1	3	0	-1	13	1	4	-5	-0.7
CC1(C)CC(=O)C2=C(C1)N(c1ncn[nH]1)C(N)=C(C#N)C2c1ccccc1 (configuration not stated)	-3.4	-5	15	-4	-10	-2	5	3	-0.8
Cc1nc2cc(C(=O)OCC(=O)NC3CCS(=O)(=O)C3)ccc2n1-c1ccccc1 (configuration not stated)	-2.2	1	7	-2	6	13	9	1	-2.7
Fc1cccc(NC(=S)NC2CCCCCCC2)c1	-1.7	-2	17	4	2	13	/	2	-2.2
O=C(CNC(=S)N(Cc1ccccc1F)C1CCCCC1)NC1CC1	-1.8	-7	2	3	-15	20	6	-9	-3.4
O=C(NCC(=O)N1CCN(c2ccccc2)CC1)c1ccc(Cl)cc1	-3.5	-8	7	0	8	42	1	3	-2.3

# New compounds follow
SMILES,VIM-2 inh,pCIP destab,NALP1 yeast inh,IDE cell activ,GPR7 antagonist,PHOSPHO1 inh,IDE cell inh,M18AAP inhibitor,IMP-1 inhibitor
O=C(Nc1ccc(Cl)c(Cl)c1)N1CCCCCC1,4.3,-3,30,-6,-1,36,-1,-17,-0.3
CN1CCc2c(sc3nc(SCC(N)=O)n(-c4ccccc4)c(=O)c23)C1,-5.4,-15,3,-13,-5,-30,5,6,-1.9
Cc1cccc(NC(=O)CSc2ccc(-c3cccs3)nn2)c1C,0.2,-25,31,-3,-8,2,-3,-12,-0.4
COc1cc(CCC(=O)OCC(=O)N(CCC#N)c2ccccc2)cc(OC)c1OC,-2.6,5,11,-2,12,-13,0,0,-1.3
COc1cc(/C=C2/SC(=S)N(Cc3ccccc3)C2=O)cc(OC)c1O,7.8*,-52,-2,-73,2,11,68*,7,10*
COc1ccccc1NC(=O)Cc1noc(CSc2cc(C)c3ccccc3n2)n1,-4.2,-5,/,-1,13,20,-2,2,-1.4
COCCOC(=O)C1=C(C)NC(=O)NC1c1cccs1 (configuration not stated),-2.7,-7,19,2,-13,26,-5,-2,-0.2
Cc1ccc2nc(NC(=O)CN3C(=O)C4CC=CCC4C3=O)sc2c1 (configuration not stated),0.3,3,14,6,3,-19,2,3,-2.0
CC1CCCCC1NC(=O)Cn1[nH]c(=O)c2ccccc2c1=O (configuration not stated),-2.4,-4,9,-3,-10,-10,-3,-24,-4.2
CCn1c(SCC(=O)NC2CCCC2)nnc1-c1ccco1,2.2,-6,-2,4,-10,28,-12,-18,-0.4
CCOC(=O)CCSc1n[nH]c(=S)s1,-2.9,-16,25,1,-2,57,9,28,-2.2
O=C(N/N=C/c1ccc(N2CCOCC2)cc1)c1ccccc1OCCOc1ccccc1,-0.1,-17,13,/,-11,40,2,-7,-2.9
O=C(COC(=O)CCC(=O)c1ccc(F)cc1)Nc1ccccc1,-0.5,2,-2,0,0,7,5,2,-2.6
Cc1cc(C)nc(N/C(=N\S(=O)(=O)Cc2ccccc2)Nc2cccc(Cl)c2C)n1,-0.3,-10,9,2,-12,-12,3,-4,-0.1
C/C(CC(=O)Nc1ccccc1-c1ccccc1)=N\NC(=O)COc1ccc(C)cc1Br,-4.0,-2,9,4,-4,-21,-4,-1,0.3
O=C(CCn1ccc([N+](=O)[O-])n1)NC1CCCCCC1,-1.9,8,21,4,-5,-4,11,4,-4.1
COc1cc(NC(=O)c2ccc(NC3=NC4CS(=O)(=O)CC4S3)cc2)cc(OC)c1 (configuration not stated),-2.8,6,1,2,-8,18,1,2,-2.5
CCCSc1nnc(CSc2nc3nc(C)cc(C)n3n2)o1,-0.5,5,11,6,-2,14,-1,1,-2.5
C=CCN(C)NC(=O)Nc1ccccc1,-3.1,-4,-7,2,0,6,2,-6,-1.2
Cc1cccc(-c2nnc(SCC(=O)Nc3cccc(C(=O)N4CCOCC4)c3)n2C)c1,2.1,4,14,6,13,0,0,-5,-1.4

# A different layout for part of the listing above:
# Each structure is followed by: VIM-2 inh | pCIP destab | NALP1 yeast inh | IDE cell activ | GPR7 antagonist | PHOSPHO1 inh | IDE cell inh | M18AAP inhibitor | IMP-1 inhibitor
O=C(O)C1CSC(c2ccco2)N1 (configuration not stated)
→ -0.7 | -5 | 0 | 0 | 3 | -40 | -4 | 21 | -1.4
COCCOC(=O)C1=C(C)NC(=O)NC1c1cccs1 (configuration not stated)
→ -2.7 | -7 | 19 | 2 | -13 | 26 | -5 | -2 | -0.2
O=C(CNC(=S)N(Cc1ccccc1F)C1CCCCC1)NC1CC1
→ -1.8 | -7 | 2 | 3 | -15 | 20 | 6 | -9 | -3.4

# Additional results.
SMILES,VIM-2 inh,pCIP destab,NALP1 yeast inh,IDE cell activ,GPR7 antagonist,PHOSPHO1 inh,IDE cell inh,M18AAP inhibitor,IMP-1 inhibitor
O=[N+]([O-])c1cc([N+](=O)[O-])c2n[nH]c(-c3ccccc3)c2c1,-1.8,-7,8,/,-3,36,5,-2,-2.9
COc1ccc(NC(=S)Nc2cc(S(=O)(=O)N3CCCCC3)ccc2OC)cc1,1.1,-2,13,/,-5,-1,-1,-7,-4.2
O=C(COC(=O)C1Cc2ccccc2CN1C(=O)c1ccccc1Cl)Nc1ccc(N2CCOCC2)cc1 (configuration not stated),0.5,6,18,5,-4,-14,-5,5,-2.9
CS(=O)(=O)Nc1ccc(C(=O)NCc2ccccn2)cc1,-0.2,-3,34,2,0,-3,-2,2,2.8
COc1ccc(CNc2nc3ccccc3n2C)c(OC)c1,-4.5,-7,20,3,4,-1,1,3,-4.3
COc1cc2[nH]c(=S)nc(NCc3ccccn3)c2cc1OC,-0.8,10,-5,3,-11,-7,/,8,-3.6
COc1cccc(NC(=S)N(Cc2ccc(C(=O)O)cc2)Cc2ccc(OC)c(OC)c2)c1,-3.3,1,-3,-4,-8,-22,-2,7,-2.4
O=C(CSC1=NCCS1)NC1CCCC1,-2.4,-8,-6,-3,-4,42,2,3,-1.5
Cc1ccc(N2C(=O)c3ccccc3C2(O)c2ncc[nH]2)cc1 (configuration not stated),-0.5,-10,14,0,-17,-4,0,5,-3.2
O=C(CCC(=O)OCC(F)(F)C(F)F)Nc1ccc(Cl)cc1,-2.2,-3,-4,2,-2,-2,-3,-3,-0.4
Cc1cccc(C2(c3cccc(C)c3)CC2C(=O)NCC2CCCO2)c1 (configuration not stated),-0.5,-3,30,-2,-1,-2,1,-3,-1.4
CC(=O)c1c(C)nc(-c2ccc(Cl)cc2)nc1N,3.5,-5,-1,1,-7,-1,2,9,1.8
Cc1ccc(NC(=O)CNC(=O)c2ccco2)nc1,-4.3,-16,8,0,-11,27,0,0,-3.1
Cn1ccnc1C(O)c1cccc(OCc2ccccc2)c1 (configuration not stated),-0.4,1,-2,0,-9,-21,-6,6,-2.1
Cc1ccc(-c2ocnc2C(=O)N2CCOCC2)cc1,-3.5,0,5,4,4,/,1,-3,-0.6
O=C(CC1Nc2ccccc2NC1=O)Nc1cc(Cl)cc(Cl)c1 (configuration not stated),-2.7,-3,25,5,3,5,-2,-1,-1.4
O=C(CCN1C(=O)/C(=C/c2cccs2)SC1=S)Nc1ccccn1,0.1,16,13,-5,1,-8,7,2,-0.1
CC(=O)c1cccc(NC(=O)Nc2ccc(C(=O)N3CCCC3)cc2)c1,-1.7,-1,8,-2,5,0,4,-12,-0.6
CC(=O)OC1CSc2nc3ccccc3n2C1 (configuration not stated),0.4,-24,8,1,-4,-10,-3,-1,-1.6
Cc1ccc(N2CC(C(=O)Nc3nnc(SCC(=O)NCC4CCCO4)s3)CC2=O)cc1 (configuration not stated),-3.0,-4,9,5,-4,36,-1,1,-2.6
COc1ccc(C2N(c3cc(Cl)ccc3OC)C(=O)C3CCCN32)cc1OC (configuration not stated),-2.9,-10,-9,1,10,-7,0,-3,-1.8
CC(=O)c1c(C)[nH]c(C(=O)NCCCN2CCCC2)c1C,-1.9,-7,-4,3,-17,-5,8,-4,-0.7

# Random draw from the library; 5.3% or so of the library scored in one or more.
